Assay outcomes: PubChem, The Scripps Research Institute Molecular Screening Center
ULK1 inh: inhibitors of human ULK1 kinase. O75385. AlphaScreen Atg13 phosphorylation by ULK1, luminescence. inhibition, % at 5.96 µM. 30,000 tested, 1.9% active; in the data active = inhibition above about 43%;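 also: 0% = median of compound wells and 100% = no enzyme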
Target sequence (O75385 whole entry, looked up): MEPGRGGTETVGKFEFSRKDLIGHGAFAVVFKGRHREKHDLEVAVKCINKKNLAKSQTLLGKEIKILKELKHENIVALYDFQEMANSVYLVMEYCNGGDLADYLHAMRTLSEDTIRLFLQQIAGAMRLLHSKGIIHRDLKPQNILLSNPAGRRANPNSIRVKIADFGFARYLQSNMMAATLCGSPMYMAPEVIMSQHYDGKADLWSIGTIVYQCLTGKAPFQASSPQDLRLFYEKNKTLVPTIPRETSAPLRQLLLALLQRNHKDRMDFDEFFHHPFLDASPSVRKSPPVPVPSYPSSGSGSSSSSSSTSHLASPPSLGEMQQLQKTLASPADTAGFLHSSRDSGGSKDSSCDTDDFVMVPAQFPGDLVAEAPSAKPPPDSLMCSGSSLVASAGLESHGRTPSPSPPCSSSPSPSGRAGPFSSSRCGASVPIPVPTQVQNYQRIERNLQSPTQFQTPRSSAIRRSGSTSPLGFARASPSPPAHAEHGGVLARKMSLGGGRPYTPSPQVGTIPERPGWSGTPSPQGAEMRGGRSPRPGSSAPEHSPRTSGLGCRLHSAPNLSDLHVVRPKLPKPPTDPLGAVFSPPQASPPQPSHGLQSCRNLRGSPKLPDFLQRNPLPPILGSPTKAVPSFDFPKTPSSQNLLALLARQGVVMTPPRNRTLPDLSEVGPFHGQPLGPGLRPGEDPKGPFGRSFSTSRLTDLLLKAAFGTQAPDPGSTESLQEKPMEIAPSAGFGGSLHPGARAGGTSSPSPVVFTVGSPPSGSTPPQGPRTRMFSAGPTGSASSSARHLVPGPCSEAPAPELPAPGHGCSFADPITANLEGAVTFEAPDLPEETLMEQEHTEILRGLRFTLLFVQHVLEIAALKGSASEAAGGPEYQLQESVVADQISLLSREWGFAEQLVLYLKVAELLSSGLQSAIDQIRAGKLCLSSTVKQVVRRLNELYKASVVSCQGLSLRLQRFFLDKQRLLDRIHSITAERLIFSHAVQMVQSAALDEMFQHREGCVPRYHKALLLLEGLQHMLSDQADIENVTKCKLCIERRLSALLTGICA
ASK1 primary: inhibitors of human ASK1 kinase; Q99683; AlphaScreen MKK6 phosphorylation by ASK1, luminescence; inhibition, % at 7.44 µM; 22,000 tested, 0.99% active; in the data active = inhibition above about 35%;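 also: 0% = median of compound wells and 100% = no enzyme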
Starred values were filed as active, the others as inactive; x = not tested or not shown. Rows are unselected; any-hit rate near 2.6%.

| molecule | ULK1 inh | ASK1 primary |
| --- | --- | --- |
| Cc1ccc(N2C(=O)c3cccc([N+](=O)[O-])c3C2=O)cc1C | 3.3 | x |
| CC(=O)c1cccc(-c2nc(Nc3ccc(N4CCOCC4)cc3)c3[nH]cnc3n2)c1 | 3.6 | 12.9 |
| OCCNc1nc(-c2csc3ccccc23)nc2c1ncn2-c1ccsc1 | -59.6 | 2.1 |
| CC(C)Sc1nnc2n1CCN2c1ccc(F)cc1 | -3.0 | x |
| CC(C)n1cnc2c(NCc3cccnc3)nc(N3CCC(N4CCOCC4)CC3)nc21 | -2.8 | -9.3 |
| Nc1nc(NC2CC2)cc(-c2ccc(C(=O)NC3CC3)cc2)n1 | -3.4 | -4.5 |
| Cc1noc(C)c1-c1nc(N)c2ncn(C(C)C)c2n1 | 7.5 | -2.6 |
| CC(=O)Nc1ccc(NC(=O)c2csc(-c3ccc(N4CCN(C)CC4)cc3)n2)cc1 | 3.0 | 1.5 |
| Cc1ncn(-c2ccc(Nc3ncc4cccc(-c5cncc6ccccc56)c4n3)cc2)n1 | -3.4 | -0.6 |
| COc1ccc(C(C)(C)C)cc1S(=O)(=O)Nc1ccc(-c2cn3ccc(C)nc3n2)cc1 | -44.1 | x |

(more compounds)
| molecule | ULK1 inh | ASK1 primary |
| --- | --- | --- |
| CN1CCN(C2Cc3ccccc3Sc3ccc(Cl)cc32)CC1 (configuration not stated) | 7.0 | x |
| OCC1CCCN1c1nc(NCc2cccnc2)c2ncn(-c3ccccc3)c2n1 (configuration not stated) | 0.6 | -2.4 |
| Cn1nccc1Nc1nc(NCc2ccccc2)c2ncn(Cc3ccc(C(F)(F)F)cc3)c2n1 | 4.2 | 14.7 |
| Cc1cc(NCCOc2ccccc2)nc(-c2cccs2)n1 | -5.8 | -3.9 |
| Cc1nc(C)n(-c2ccc(Nc3nccc(-c4cc(F)cc(-c5c(C)n[nH]c5C)c4)n3)cc2)n1 | 8.5 | 1.1 |
| CC(C)N(CCNC(=O)C1CCN(c2ccc(Nc3nccc4ccccc34)nn2)CC1)C(C)C | 5.6 | -7.8 |
| Cc1nc(-c2ccccn2)cc(N2CCN(CCO)CC2)n1 | -3.3 | x |
| O=C(Oc1ccccc1)c1ccccc1O | -17.4 | x |
| C(=C\c1ccncc1)/c1ccccc1 | 0.2 | x |
| CN(C)C(=O)C(=O)Nc1ccc(Cl)c(C(=O)N2CCC(Oc3ccc(Cl)cn3)CC2)c1 | -6.6 | -1.8 |

Carrying on:
| molecule | ULK1 inh | ASK1 primary |
| --- | --- | --- |
| COc1cc(Nc2nc(Nc3ccccc3)nc3c2ncn3C(C)C)cc(OC)c1OC | -5.7 | 20.4 |
| O=C1c2ccccc2CN2C(=O)c3ccccc3CN12 | -3.2 | x |
| O=C(NC1CC1)c1ccc(Nc2ccncc2)s1 | 6.0 | -3.1 |
| CC(C)N(CCNC(=O)c1ccnc(-c2ccc(N3CCOCC3)nc2)c1)C(C)C | 0.6 | 2.9 |
| Fc1ccc(N2CCn3c(SCCc4ccccc4)nnc32)cc1 | -3.1 | x |
| CC(C)N(CCNc1cc(N2CCN(c3ccccn3)CC2)nc(N)n1)C(C)C | 9.7 | 2.8 |
| CC(C)N(CCNc1nc(Nc2ccccn2)nc2c1ncn2C1CCCCC1)C(C)C | 0.8 | -5.4 |
| Cc1ccc(-c2cccc3cnc(Nc4ccc(C(=O)N5CCOCC5)cc4)nc23)cn1 | 58.0* | -13.6 |
| COc1ccc(-c2nc(C(=O)NC3CC3)cs2)cn1 | -1.0 | -2.7 |
| CN1CCN(c2ccc(-c3cncc(C(=O)NCCO)c3)cc2)CC1 | -8.7 | -10.3 |

(listing goes on)
| molecule | ULK1 inh | ASK1 primary |
| --- | --- | --- |
| Cn1ccc(-c2ccccc2Nc2nc(Nc3ccc(N4CCOCC4)cc3)ncc2Cl)n1 | 14.7 | 29.8 |
| O=C(NCCN1CCOCC1)C1CCN(c2ccc(Nc3ccc4ncccc4c3)nn2)CC1 | 3.0 | -4.7 |
| Cc1cnc(-c2ccccc2)nc1NCCCN1CCCC1=O | 3.8 | 7.1 |
| COc1cc(Nc2nc(Cl)nc3c2ncn3C(C)C)cc(OC)c1OC | -6.7 | -6.6 |
| Nc1cccc(-c2nc(NCc3cccc(C(F)(F)F)c3)c3ncn(CCN4CCCC4=O)c3n2)c1 | -33.3 | -17.6 |
| CC(C)(C)OC(=O)N1CCN(c2ccnc(Nc3ccc(S(N)(=O)=O)cc3)n2)CC1 | 13.7 | -8.8 |
| CCCNc1ncnc2nc(Nc3ccc(-n4ccnc4)cc3)[nH]c12 | 12.5 | 7.7 |
| O=C(Nc1ccncc1)c1ccc(OCC(O)c2ccc(Br)cc2)cc1 (configuration not stated) | -3.1 | -11.8 |
| O=C(NC1CC1)c1csc(Nc2cccnc2)n1 | 4.1 | 5.0 |
| Cn1cc(-c2ccc3cnc(Nc4ccc(-n5cnc(-c6ccccn6)n5)cc4)nc3c2)cn1 | 16.5 | 8.1 |

Next part
| molecule | ULK1 inh | ASK1 primary |
| --- | --- | --- |
| COc1ccc(CCNc2nc(Nc3ccccc3)nc3c2ncn3C(C)C)cc1 | -24.7 | 11.8 |
| O=C(/C=C/c1cccc(F)c1)NC1CC1 | 8.7 | x |
| O=C(NCc1cccnc1)c1csc(N2CCc3ccccc3C2)n1 | 23.4 | 3.9 |
| CCN(CC)C(=O)C1CCCN(c2nc3ncnc(NCCc4ccc(OC)cc4)c3[nH]2)C1 (configuration not stated) | 16.3 | -4.2 |
| O=C(Cc1cn(-c2ccc(NCCCN3CCCC3=O)nn2)c2ccccc12)NCCO | 2.9 | -4.1 |
| Cn1c(Nc2cc(N)ncn2)nc2ccccc21 | 3.8 | -0.4 |
| Cc1cccc(NC(=O)Nc2cnn(-c3cccc(C(N)=O)c3)c2)c1 | -3.4 | -7.0 |
| OCC1CCCN1c1cc(NC2CCN(Cc3ccccc3)CC2)ncn1 (configuration not stated) | 7.6 | -0.7 |
| OCCNc1nc(NC2CCN(Cc3ccccc3)CC2)nc2c1ncn2C1CCCCC1 | 1.1 | 2.7 |
| CCOc1cc(/C=N\NC(=O)c2n[nH]c3c2CCCC3)ccc1O | 44.4* | x |

Part of the list above in order of heavy-atom count, rising:
| molecule | ULK1 inh | ASK1 primary |
| --- | --- | --- |
| O=C(/C=C/c1cccc(F)c1)NC1CC1 | 8.7 | x |
| CCOc1cc(/C=N\NC(=O)c2n[nH]c3c2CCCC3)ccc1O | 44.4* | x |
| CCN(CC)C(=O)C1CCCN(c2nc3ncnc(NCCc4ccc(OC)cc4)c3[nH]2)C1 (configuration not stated) | 16.3 | -4.2 |

Reprinted at random: seven records from the list, in no set order.
| molecule | ULK1 inh | ASK1 primary |
| --- | --- | --- |
| OCCNc1nc(NC2CCN(Cc3ccccc3)CC2)nc2c1ncn2C1CCCCC1 | 1.1 | 2.7 |
| Cn1c(Nc2cc(N)ncn2)nc2ccccc21 | 3.8 | -0.4 |
| CCOc1cc(/C=N\NC(=O)c2n[nH]c3c2CCCC3)ccc1O | 44.4* | x |
| O=C(/C=C/c1cccc(F)c1)NC1CC1 | 8.7 | x |
| Cc1cccc(NC(=O)Nc2cnn(-c3cccc(C(N)=O)c3)c2)c1 | -3.4 | -7.0 |
| O=C(Cc1cn(-c2ccc(NCCCN3CCCC3=O)nn2)c2ccccc12)NCCO | 2.9 | -4.1 |
| CCN(CC)C(=O)C1CCCN(c2nc3ncnc(NCCc4ccc(OC)cc4)c3[nH]2)C1 (configuration not stated) | 16.3 | -4.2 |

Continued.
| molecule | ULK1 inh | ASK1 primary |
| --- | --- | --- |
| O=C(Nc1ccc2[nH]ncc2c1)[C@H]1CCN(C(=O)[C@@H](O)COc2ccc(Br)cc2)C1 | 0.2 | -18.9 |
| CCN(CC)c1nc(NCCCN2CCCC2=O)nc(NCCOc2ccccc2)n1 | -6.3 | 1.8 |
| C/C(CC(=O)Nc1ccc(OCc2ccccc2)cc1)=N\NC(=O)c1ccncc1 | -2.5 | x |
| COc1cc2nc(-c3c(C)noc3C)nc(Nc3cc(OC)c(OC)c(OC)c3)c2cc1OC | -9.9 | 3.3 |
| CC(C)n1cnc2c(NCc3cccnc3)nc(Nc3ccc(N4CCOCC4)cc3)nc21 | 2.0 | 14.0 |
| c1nc(Nc2ccc(N3CCOCC3)cc2)cc(NC2CC2)n1 | -3.3 | -4.8 |
| COc1ccc(OC)c(NC(=O)CN(c2ccccc2C)S(C)(=O)=O)c1 | -8.8 | x |
| CC(=O)C1=C(O)C(=O)N(c2ccc(O)cc2)C1c1ccccc1[N+](=O)[O-] (configuration not stated) | -2.1 | x |
| CC(=O)c1cccc(-c2nc3ncnc(N)c3[nH]2)c1 | 14.5 | 9.1 |
| COc1ccc(-c2cncc(C(=O)NCc3cccc(C(F)(F)F)c3)c2)cc1 | -15.2 | -8.4 |

Other results follow.
| molecule | ULK1 inh | ASK1 primary |
| --- | --- | --- |
| O=C(Nc1ccc(N2CCOCC2)cc1)c1cc(N2CCN(c3ccccn3)CC2)nc2ccccc12 | 5.6 | 14.8 |
| CC(=O)c1ccc(OCC(C)Oc2ccc(C#N)cc2)cc1 (configuration not stated) | -3.6 | x |
| FC(F)(F)c1cccc(CNc2cc(Nc3cccnc3)ncn2)c1 | -0.7 | -15.4 |
| Cn1cc(-c2ccc3cnc(Nc4ccccc4)c(Cl)c3c2)cn1 | 29.1 | -74.1 |
| COc1ccc(-c2nc(Nc3ccc(N4CCOCC4)cc3)c3cc(OC)c(OC)cc3n2)cn1 | -21.5 | 14.4 |
| Cc1cc(NC2CCN(Cc3ccccc3)CC2)nc(Nc2nc3ccccc3n2C)n1 | 10.3 | 12.9 |
| CC(C)n1c(N2CCC(N3CCOCC3)CC2)nc2c(Nc3ccccc3)ncnc21 | -2.2 | -4.8 |
| NC(=O)Cc1cn(-c2ccc(N3CCc4ccccc4C3)nn2)c2ccccc12 | -0.4 | -2.3 |
| CCCCOCC(O)COCCCC | 13.2 | x |
| CC(=O)Nc1ccc(Nc2nc(Nc3nccc4ccccc34)nc3nc[nH]c23)cc1 | 6.6 | 11.5 |

Gathered by group, the entries above containing a nitro group on carbon.
| molecule | ULK1 inh | ASK1 primary |
| --- | --- | --- |
| Cc1ccc(N2C(=O)c3cccc([N+](=O)[O-])c3C2=O)cc1C | 3.3 | x |
| CC(=O)C1=C(O)C(=O)N(c2ccc(O)cc2)C1c1ccccc1[N+](=O)[O-] (configuration not stated) | -2.1 | x |

Next records
| molecule | ULK1 inh | ASK1 primary |
| --- | --- | --- |
| O=C(Nc1ccccc1)c1cc(Nc2ccc(N3CCOCC3)cc2)nc2ccccc12 | 3.3 | 9.0 |
| Cn1cc[nH]c1=S | -5.0 | x |
| COc1ccc(-c2nc(NC3CC3)c3ncn(CCN4CCCC4=O)c3n2)cn1 | 6.2 | 7.5 |
| CC(C)N(CCNc1nc(NC2CCC(O)CC2)nc2c1ncn2Cc1ccc(C(F)(F)F)cc1)C(C)C (configuration not stated) | -20.1 | -23.4 |
| CCS(=O)(=O)NCCS(=O)(=O)N1CCN(c2ccccc2F)CC1 | 1.8 | x |
| COc1cc(Nc2nc(-c3c(C)nn(C)c3C)nc3nc[nH]c23)cc(OC)c1OC | 4.6 | 2.7 |
| CC(S)C(=O)NCC(=O)O (configuration not stated) | 2.8 | x |
| Cc1cccc(NC(=O)Cc2ccc(Br)cc2)c1N1CCC2(CC1)OCCO2 | -4.4 | -11.5 |
| Cc1cnc(-c2ccc(C(=O)NC3CC3)cc2)nc1NCCO | 3.5 | -8.6 |
| CCN1C(=O)/C(=C2/Sc3ccccc3N2CC)S/C1=N\c1ncn[nH]1 | -0.2 | x |

Next part.
| molecule | ULK1 inh | ASK1 primary |
| --- | --- | --- |
| O=C1CCCN1CCn1cnc2c(NCCN3CCOCC3)nc(NCCN3CCOCC3)nc21 | -13.6 | -4.4 |
| Cc1cc(NC2CCN(Cc3ccccc3)CC2)nc(Nc2ccc(-n3ccnc3)cc2)n1 | -5.8 | -2.6 |
| O=C(NCCN1CCOCC1)C(=O)Nc1cccc(Cl)c1Cl | -1.5 | x |
| O=S(=O)(O)c1ccc(N=Nc2ccc(O)cc2)cc1 | -2.6 | x |
| COc1cc(NC(=O)c2cc(C)nc(-n3cc(NC(=O)Cc4ccccc4)cn3)c2)ccc1N1CCOCC1 | -9.2 | 4.8 |
| Nc1nc2ccc(Oc3ccc4nc(N)sc4c3)cc2s1 | -34.0 | x |
| CCCNC(=O)c1cnc(-c2ccc(N3CCN(C)CC3)cc2)s1 | 5.8 | 1.4 |
| Oc1ccc(CCNc2ncnc3nc(Nc4ccncn4)[nH]c23)cc1 | 18.9 | 9.8 |
| COc1cc(NC(=O)C2CC(=O)c3ccccc3C2)ccc1-c1cn[nH]c1 (configuration not stated) | -10.8 | -7.5 |
| CNC(=O)c1ccccc1Nc1cc(NC(=O)C(OC)c2ccccc2)ncc1C(F)(F)F (configuration not stated) | -10.5 | -16.5 |

Further structures:
| molecule | ULK1 inh | ASK1 primary |
| --- | --- | --- |
| NC(=O)c1ccccc1Nc1nccc(-c2ccccc2)n1 | 1.6 | 6.2 |
| Fc1ccc(CN2CCC[C@H]2c2nc3ccc(-c4ccncc4)cc3[nH]2)c(F)c1 | 9.6 | -4.7 |
| Cc1noc(C)c1-c1cc(Nc2ccc(Oc3ccccc3)cc2)ncn1 | -13.0 | -1.6 |
| CCOC(=O)C1=C(C)NC(C)=C(C(=O)OCC)C1c1ccccc1/C=C/C(=O)OC(C)(C)C | 10.4 | x |
| O=C(NCc1c(-c2ccc(F)cc2)nc2n1CCS2)C12CC3CC(CC(C3)C1)C2 | -8.1 | x |
| CCCNC(=O)c1cccc(N2CCCC2CO)n1 (configuration not stated) | -13.8 | -9.4 |
